Screening data as filed in PubChem BioAssay.
KCNH2 3.1 block: inhibitors of human KCNH2 3.1 potassium channel isoform. AID 720553. U2OS KCNH2 3.1, thallium flux FluxOr; stronger effect = lower value. hit rate 0.95% among 340,000. activity change, % (tested at about 1.8 µM);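 active = maximum activity change below -70%; inconclusive = maximum activity change from -70% to -50%; inactive = maximum activity change above -50%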;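 note: thallium influx rate constant from kinetic fluorescence after stimulation buffer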
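Channel expression came from 3.1 mutant virus (1.77 x 10^8 /mL) applied to suspended U2OS cells for 4 h. Flux was tracked with FluxOr dye plus Red40 quencher, and kinetic rate constants normalized to controls.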
Giardia killer: kills Giardia lamblia | Giardia lamblia trophozoite viability | activity change, % at 7.66 µM, hits read low | hit rate 0.15% among 340,000; in the data active = activity change below about -80%; inconclusive = between about -30% and that limit;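 note: parasites exposed to compound for two days anaerobically before the ATP read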
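Anaerobic 48 hrs incubation at 37 deg C of 100 trophozoites/well with test compounds; ATPLite 1-Step luminescence, 15-30 min RT, reports cellular ATP as viability.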
B2AR arrestin: beta2AR (human) beta-arrestin recruitment activity | P07550 | beta-arrestin recruitment to beta2AR, cell-based reporter | hit rate 0.02% among 330,000 | Potency, µM (doses to about 46.1 µM), inactives show at the highest dose activation, most hits filed as activators;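 note: potency is the fitted concentration of half-maximal effect; 0% = DMSO controls and full agonism = EC100 isoproterenol or metaproterenol; nearly all actives have a fitted effect of over 65% in size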
PKM2 act: activators of human pyruvate kinase M2 | P14618 | purified PKM2, Kinase-Glo ATP luminescence, activation; response scale: 0% is enzyme alone, no compound | Potency, µM (top dose mostly 57.5 µM), without a hit: at the top dose activation, actives largely listed as activators | hit rate 0.34% among 260,000 | AID 1631; note: potency is the fitted concentration of half-maximal effect; nearly all actives have a fitted effect of over 55% in size
Target sequence (P14618 whole entry, looked up): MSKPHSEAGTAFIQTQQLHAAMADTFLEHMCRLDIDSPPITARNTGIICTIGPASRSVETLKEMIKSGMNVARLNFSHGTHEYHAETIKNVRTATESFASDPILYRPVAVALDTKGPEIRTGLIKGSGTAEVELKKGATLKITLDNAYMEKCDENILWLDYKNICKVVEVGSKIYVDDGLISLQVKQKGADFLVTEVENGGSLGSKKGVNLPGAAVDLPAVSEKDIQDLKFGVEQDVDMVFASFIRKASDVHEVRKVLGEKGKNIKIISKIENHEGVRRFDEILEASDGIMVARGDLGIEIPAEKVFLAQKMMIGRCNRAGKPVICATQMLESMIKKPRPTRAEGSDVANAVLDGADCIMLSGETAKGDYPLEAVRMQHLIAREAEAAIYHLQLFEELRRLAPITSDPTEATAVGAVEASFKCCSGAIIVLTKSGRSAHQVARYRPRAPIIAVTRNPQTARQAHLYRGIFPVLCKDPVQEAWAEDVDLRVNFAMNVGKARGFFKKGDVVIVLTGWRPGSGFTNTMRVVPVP
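ATP formation by purified human PK-M2, quantified via coupled luciferase luminescence after 1 h at room temperature with 0.1 mM ADP and 0.5 mM PEP final.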
USP2a inh: USP2a (human) protease inhibition; AID 463254; hit rate 0.01% among 330,000; USP2 core, Ub-CHOP2 coupled fluorogenic reporter, 485/531; O75604; Potency, µM (doses to about 38.3 µM), for inactives: at the top dose activity change, negative = inhibition, most hits filed as inhibitors;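 note: potency is the fitted concentration of half-maximal effect; plate controls were DMSO wells for no effect and full inhibition by NEM control for full effect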
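Cell-free coupled assay: 10nM USP2 core preincubated 30min RT with compound in Tris-HCl pH 8.0/CaCl2/CHAPS buffer, then 25nM Ub-CHOP2 and 25nM reporter substrate; fluorescence (Ex 485/Em 531) read after 60min RT, normalized to NEM inhibition, concentration-response curves fitted.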
FBPA coupling cs: counter-screen for Giardia aldolase inhibitors: coupling enzyme system; activity change, negative = inhibition, % at 58.2 µM, hits read low; hit rate 0.67% among 290,000; coupling enzyme system counterscreen, AmpLite Red fluorescence; in the data active = activity change below about -30%
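Final compound at 57.5 uM, incubated 10 min at RT with coupling enzyme reagent (glyceraldehyde-3-phosphate), then 20 min with substrate and AmpLite Red detection. Fluorescence read at 525/598 nm; tests interference with the coupling assay, not aldolase inhibition.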
hERG WT inh: inhibitors of human wildtype KCNH2 potassium channel. Q12809. U2OS, BacMam KCNH2, thallium flux FluxOr; stronger effect = lower value. activity change, % at 1.84 µM. hit rate 0.37% among 340,000;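 active = maximum activity change below -70%; inconclusive = maximum activity change between -70% and -50%; inactive = maximum activity change above -50%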
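U2OS cells were transduced with wild-type KCNH2 virus (2.03 x 10^8 / mL) for 4 h at room temperature, then cultured overnight at 37 C. Thallium flux was read with FluxOr dye. Rate constants were normalized to DMSO controls.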
Chronic BCR inh: inhibitors of chronic active B-cell receptor signaling; ABC-DLBCL IkBa-CBG/CBR reporter, luminescence ratio, 4 h; Potency, µM (titrated, usually from 46.1 µM), for inactives: top-dose ratio change, negative = lower green/red ratio, usual class: inhibitors; hit rate 0.05% among 340,000; active = well fitted inhibition curve with a large enough effect in the signal ratio, with a control signal flat, not every such curve was filed as active; inconclusive = small, poorly fitted or top-dose-only effect, or effect the other way, or a change in a side signal; the % refers to the signal ratio;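 note: potency is the fitted concentration of half-maximal effect; plate controls were basal doxycycline-induced cells for no effect and cells given 10 µM MG132 for full effect; MG132 reads +100%, hits lower the ratio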
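Doxycycline induced both beetle luciferases in TMD8 lymphoma cells; IKK-driven degradation limits the IkappaBalpha-fused green signal, while red luminescence normalises for cell number and nonspecific effects. Compounds tested up to 46 uM, 4 hrs.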
GALK inh: galactokinase (human) inhibition; Purified GALK, Kinase-Glo residual ATP luminescence; Potency, µM (titrated, usually from 57.5 µM), inactives show top-dose activity change, negative = inhibition, usual class: inhibitors; hit rate 0.007% among 270,000; AID 1868; P51570; note: potency is the fitted concentration of half-maximal effect
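Galactose (100 uM) and ATP (35 uM) were turned over by 5 nM GALK for 1 h at RT. Kinase-Glo Plus then converted the remaining ATP into a luminescent signal.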
Eya2 inh: Eya2 (human) phosphatase inhibition; O00167; recombinant Eya2, OMFP fluorescence dephosphorylation (OMFP is methylfluorescein phosphate); Potency, µM (titrated, usually from 76.9 µM), for the others: at the top dose activity, negative = inhibition, hits mostly inhibitors; hit rate 0.006% among 330,000; note: potency is the fitted concentration of half-maximal effect
Target sequence (O00167 whole entry, looked up): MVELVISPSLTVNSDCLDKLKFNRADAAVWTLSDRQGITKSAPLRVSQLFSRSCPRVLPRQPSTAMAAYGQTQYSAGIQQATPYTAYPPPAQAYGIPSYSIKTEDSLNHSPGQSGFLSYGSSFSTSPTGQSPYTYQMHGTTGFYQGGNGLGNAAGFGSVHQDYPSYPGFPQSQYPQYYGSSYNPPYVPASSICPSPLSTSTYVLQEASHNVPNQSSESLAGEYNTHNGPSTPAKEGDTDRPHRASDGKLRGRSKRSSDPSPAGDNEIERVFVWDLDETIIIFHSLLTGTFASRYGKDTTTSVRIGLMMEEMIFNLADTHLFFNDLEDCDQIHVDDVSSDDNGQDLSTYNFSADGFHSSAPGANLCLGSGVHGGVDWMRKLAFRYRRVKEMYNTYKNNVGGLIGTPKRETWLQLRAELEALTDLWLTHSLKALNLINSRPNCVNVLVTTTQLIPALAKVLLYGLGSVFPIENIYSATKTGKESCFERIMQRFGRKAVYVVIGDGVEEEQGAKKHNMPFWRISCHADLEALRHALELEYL
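Eya2 (0.2 uM) preincubated 10 min at ambient with compound, then OMFP substrate added at 50 uM; 10 min reaction in 50 mM HEPES pH 7.5, 50 mM NaCl, 5 uM MgCl2, 0.05% BSA, 1 mM DTT. Fluorescence read at Ex 485/Em 525 nm.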
uPA generation: inhibitors of cell surface uPA generation; hit rate 0.31% among 330,000; cell surface uPA generation assay, qHTS; Potency, µM (highest dose often 38.3 µM), inactives show at the highest dose activity change, negative = inhibition, hits mostly inhibitors; AID 540303; active = well fitted inhibition curve with a large enough effect; inconclusive = small, poorly fitted or top-dose-only effect; inactive = no such curve, though single readings can be large or run the other way; tested in mouse RAW 264.7 cells; note: potency is the fitted concentration of half-maximal effect; nearly all actives have a fitted effect of over 55% in size
Starred values were filed as active, the others as inactive; [ ] = another dose, or the depositor's remark. Unless noted, calls come from the whole dose curve; as a rule, active = well fitted curve in the direction sought with a large enough effect; inconclusive = small, poorly fitted or top-dose-only effect, or another doubt; inactive = no such curve, though single readings can be large; an effect the other way counts as inactive or inconclusive. Unless noted, % is set by controls: 0 for no effect and ±100 for the full control effect.

O=C(NCCS(=O)(=O)N1CCN(c2ccccc2F)CC1)c1c(F)cccc1F was read as KCNH2 3.1 block 0.6, Giardia killer -1.8, B2AR arrestin 0.0%, USP2a inh -1.0%, hERG WT inh -2.8, Chronic BCR inh -6.4%, Eya2 inh -5.8% and uPA generation -24.5%.
Screening Cc1ccc2c(c1)c(C)c(C)n2CC(O)Cn1nnc2ccccc21 (configuration not stated) returned KCNH2 3.1 block -31.4, Giardia killer 16.5, B2AR arrestin -0.5%, PKM2 act 2.7%, USP2a inh -10.9%, FBPA coupling cs -0.4, hERG WT inh -0.1, Chronic BCR inh inconclusive, GALK inh -1.1%, Eya2 inh 10.3% and uPA generation 10.7%.
Cc1c(C(=O)Nc2ccccc2F)sc2nc3n(c(=O)c12)CCC3 was read as KCNH2 3.1 block 14.0, Giardia killer 17.4, B2AR arrestin -0.4%, USP2a inh 3.9%, hERG WT inh 3.4, Chronic BCR inh inconclusive, GALK inh 7.8%, Eya2 inh 9.5% and uPA generation -11.3%.
Screening Cc1cc(C)c(NC(=O)CCCCCNC2CCCCC2)c(C)c1 returned KCNH2 3.1 block 0.8, Giardia killer 40.3[activator], B2AR arrestin -1.2%, PKM2 act -5.2%, USP2a inh 0.6%, FBPA coupling cs 0.5, hERG WT inh -1.6, Chronic BCR inh 0.3%, GALK inh -5.9%, Eya2 inh inconclusive and uPA generation 3.8%.
For C#CCOCCOCCOCCNc1nc(N2CCN(C(=O)[C@H]([C@@H](C)CC)n3cc([C@@H](N)Cc4ccc(O)cc4)nn3)CC2)nc(N2CCN(C(=O)[C@H](Cc3ccc(O)cc3)n3cc([C@@H](N)CC(C)C)nn3)CC2)n1 the results were KCNH2 3.1 block -14.0, Giardia killer -10.3, B2AR arrestin -0.6%, PKM2 act 0.4%, USP2a inh 0.9%, FBPA coupling cs -1.3, hERG WT inh -1.8, Chronic BCR inh -21.0%, GALK inh -3.0%, Eya2 inh -0.7% and uPA generation -8.7%.
CCN1C(=O)C(CC(=O)Nc2ccccc2Cl)N(NC(=O)c2cccc(F)c2)C1=S (configuration not stated) was read as KCNH2 3.1 block 9.9, Giardia killer 1.3, B2AR arrestin -0.7%, PKM2 act 7.4%, USP2a inh 1.0%, hERG WT inh 0.1, Chronic BCR inh 1.5%, GALK inh -7.0%, Eya2 inh 0.4% and uPA generation 10.4%.
Screening OCC[C@H]1C[C@H](O)[C@@H](O)[C@@]2(Cc3ccccc3O2)O1 returned KCNH2 3.1 block -15.2, Giardia killer -8.2, B2AR arrestin 0.0%, USP2a inh 1.0%, hERG WT inh -4.9, Chronic BCR inh -10.1%, Eya2 inh -30.5% and uPA generation -3.1%.
`Cc1ccc(N2C(=O)CC(Cc3cccc(C)c3)C2=O)cc1` (configuration not stated) gave KCNH2 3.1 block -4.9, Giardia killer 16.0, B2AR arrestin -0.2%, PKM2 act -3.2%, USP2a inh -1.2%, FBPA coupling cs 1.9, hERG WT inh -3.8, Chronic BCR inh inconclusive, GALK inh -7.9%, Eya2 inh 3.3% and uPA generation 2.0%.
O=C(O)c1ccccc1SC1CC(=O)N(c2cccc3ccccc23)C1=O (configuration not stated) was read as KCNH2 3.1 block -23.1, Giardia killer 35.0[activator], B2AR arrestin -0.2%, PKM2 act inconclusive, USP2a inh 4.9%, FBPA coupling cs 5.8, hERG WT inh 3.5, Chronic BCR inh inconclusive, GALK inh 3.6%, Eya2 inh 9.7% and uPA generation -5.4%.
`O=C(Nc1ccccc1NC(=O)c1c(F)c(F)c(F)c(F)c1F)c1c(F)c(F)c(F)c(F)c1F` gave KCNH2 3.1 block -2.8, Giardia killer 13.3, B2AR arrestin -0.1%, PKM2 act 7.7%, USP2a inh 1.4%, FBPA coupling cs 1.7, hERG WT inh 4.8, Chronic BCR inh 13.0%, GALK inh 0.0%, Eya2 inh 0.0% and uPA generation -7.3%.
`COc1ccccc1-c1cc(C(=O)N2CCOCC2)no1` gave KCNH2 3.1 block -24.3, Giardia killer 4.5, B2AR arrestin 0.0%, PKM2 act -6.2%, USP2a inh 3.9%, FBPA coupling cs 0.0, hERG WT inh -3.9, Chronic BCR inh inconclusive, GALK inh 8.2%, Eya2 inh 8.3% and uPA generation -3.4%.
Cc1ccc(S(=O)(=O)NCCC(c2ccccc2)c2ccccc2)cc1C(=O)O was read as KCNH2 3.1 block 3.0, Giardia killer 13.5, B2AR arrestin 0.2%, PKM2 act 4.6%, USP2a inh 0.3%, FBPA coupling cs 7.3, hERG WT inh -0.8, Chronic BCR inh 3.9%, GALK inh 11.4%, Eya2 inh 1.6% and uPA generation -5.7%.
`COc1cc(C)cc(CN2CCC(Cc3ccccc3)CC2)c1O` gave KCNH2 3.1 block -23.3, Giardia killer -3.6, B2AR arrestin -0.9%, USP2a inh -1.1%, FBPA coupling cs -1.8, hERG WT inh 64.2, Chronic BCR inh -0.3%, GALK inh -0.6%, Eya2 inh 6.2% and uPA generation -15.2%.
O=C(COc1ccccc1)N1CCN(C(=O)c2ccco2)CC1 was read as KCNH2 3.1 block -7.4, Giardia killer 1.8, B2AR arrestin -0.6%, PKM2 act 8.3%, USP2a inh 1.1%, FBPA coupling cs 1.3, hERG WT inh -1.4, Chronic BCR inh 1.4%, GALK inh -0.8%, Eya2 inh 15.9% and uPA generation -5.7%.
Cc1cc(S(=O)(=O)NCC(C)C)ccc1OCC(=O)NCc1ccccn1 was read as KCNH2 3.1 block -15.0, Giardia killer 11.9, PKM2 act -2.9%, FBPA coupling cs 7.6, hERG WT inh -6.7, GALK inh 2.0% and uPA generation 5.2%.
C#CCOn1c(-n2nc(C)cc2C)nc2ccccc2c1=O was read as KCNH2 3.1 block -10.3, Giardia killer 14.1, B2AR arrestin -0.9%, USP2a inh 0.0%, FBPA coupling cs -2.4, hERG WT inh 3.7, Chronic BCR inh 1.3%, GALK inh 4.8%, Eya2 inh 8.2% and uPA generation -1.3%.
`O=C(NCCc1ccc(F)cc1)c1ccncc1` gave KCNH2 3.1 block 1.1, Giardia killer -6.4, B2AR arrestin -0.1%, PKM2 act -0.6%, USP2a inh 1.4%, hERG WT inh 3.9, Chronic BCR inh -1.9%, GALK inh -1.3%, Eya2 inh -5.1% and uPA generation -8.1%.
For COc1ccc(Cl)cc1S(=O)(=O)N1CCN(C(=O)c2n[nH]c(=O)c3ccccc23)CC1 the results were KCNH2 3.1 block -2.0, Giardia killer -15.1, B2AR arrestin 0.2%, USP2a inh -1.3%, hERG WT inh -4.0, Chronic BCR inh -0.3%, Eya2 inh 1.6% and uPA generation -7.0%.
For C=C(C)C1CC=C(C)/C(=N/NC(=O)COc2ccccc2C)C1 (configuration not stated) the results were KCNH2 3.1 block -4.8, Giardia killer -2.1, B2AR arrestin 0.2%, PKM2 act -5.4%, USP2a inh 1.7%, FBPA coupling cs -1.7, hERG WT inh 4.0, Chronic BCR inh 3.7%, GALK inh 1.9%, Eya2 inh -1.4% and uPA generation -0.7%.
Screening CCOc1cc(C(=O)NC(C)Cc2cccs2)cc(OCC)c1OCC (configuration not stated) returned KCNH2 3.1 block -2.6, Giardia killer -5.2, B2AR arrestin 0.1%, PKM2 act 1.9%, USP2a inh -2.7%, FBPA coupling cs 0.9, hERG WT inh -2.0, Chronic BCR inh 0.8%, GALK inh -7.6%, Eya2 inh -2.6% and uPA generation -3.4%.
Cc1ccccc1Nc1ncnc2c1cnn2C was read as KCNH2 3.1 block 19.3, Giardia killer -17.7, B2AR arrestin 0.0%, PKM2 act 0.0%, USP2a inh 2.2%, FBPA coupling cs 0.1, hERG WT inh -2.0, Chronic BCR inh inconclusive, GALK inh 0.0%, Eya2 inh 6.8% and uPA generation -4.5%.
`OCCNc1nc2ccccc2n1CCN1CCCCC1` gave KCNH2 3.1 block -2.0, Giardia killer 7.9, B2AR arrestin -1.7%, PKM2 act -8.2%, USP2a inh 2.5%, FBPA coupling cs 1.2, hERG WT inh 4.8, Chronic BCR inh -20.2%, GALK inh 0.0%, Eya2 inh 7.8% and uPA generation 3.9%.
`O=[N+]([O-])c1ccc(C(=S)N2CCCC2)cc1` gave KCNH2 3.1 block 15.6, Giardia killer -3.9, B2AR arrestin 0.1%, PKM2 act -0.7%, USP2a inh 0.8%, FBPA coupling cs 3.9, hERG WT inh 17.3, Chronic BCR inh -4.6%, GALK inh 1.3%, Eya2 inh 2.0% and uPA generation -5.9%.
